# Lipid droplet: hepatic lipid droplet formation modulation. AML12 mouse hepatocytes, oleate lipid droplets, BODIPY imaging. inhibition, % at 6.5 µM. hit rate 0.4% among 240,000;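 active = lipid droplet intensity inhibited by at least 50%, with more than 500 cells counted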
#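 Test system: AML12 hepatocytes (mouse); reagent: oleate loading, 100 µM; dosing: one dose, 6.5 µM compound; incubation: overnight exposure; signal: fluorescence imaging, 20x objective, two fields per well; read-out basis: % inhibition of corrected integrated BODIPY droplet signal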
# Insulin prom up: MIN6 insulin promoter up-regulation. MIN6 insulin promoter-GFP reporter, high-content imaging; stronger effect = higher value. z-score at 5 µM. hit rate 0.3% among 190,000;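 active = z-score above 3 at 5 µM with at least 500 cells counted in the well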
# human PMI inhibition: inhibitors of human PMI, primary screen, biochemical, fluorescence intensity, coupled assay (AID 1209); purified PMI enzyme, coupled fluorescence intensity; higher % means a stronger effect; one-dose inhibition, % at 20 µM; IC50 in µM for titrated hits; hit rate 0.42% among 190,000;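 note: plate controls were DMSO vehicle for no effect and wells lacking substrate for full effect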
# bCat nuc transl: beta-catenin nuclear translocation modulation; hit rate 0.3% among 190,000; HeLa beta-catenin nuclear translocation, immunofluorescence imaging; AID 1665; nuclear translocation activity, % at 5 µM;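 active = nuclear translocation activity above 50% at 5 µM, with a well cell count of 50 or more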;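 note: per-cell ratio of nuclear to cytoplasmic median beta-catenin stain intensity; plate controls were DMSO negative control for no effect and GSK-3 inhibitor IX positive control for full effect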
#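 Technique: fluorescence imaging of beta-catenin antibody stain plus DAPI / Material: human HeLa cell line / Incubation: compound treatment 24 h, 37°C, 5% CO2 / Read-out basis: % activation of per-cell nuclear versus cytoplasmic median beta-catenin signal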
# Autophagy mod: autophagy modulation, high-content screen; MEF GFP-LC3 puncta imaging; test concentration mostly 10 µM; calls only at 10 µM (by protocol); hit rate 0.98% among 190,000; AID 463193;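 active = percentage of spot-positive cells more than 3 SD above its plate mean, without a fluorescence outlier flag or 80% toxicity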;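 note: spot-positive cell cutoff set from DMSO-treated cells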
# PMI inhibition: MPI inhibition at elevated mannose 6-phosphate – biochemical, fluorescence intensity, high mannose 6-phosphate, primary screen (AID 1220); recombinant PMI enzyme, coupled fluorescence intensity; higher % means a stronger effect; inhibition, % at 20 µM, or IC50 in µM where a hit was titrated; hit rate 0.66% among 190,000
# T cell modulator: T cell immune modulation candidate | 2C CD8+ T cell-vesicle binding, flow cytometry; stronger effect = lower value | calls only at 7 µM | hit rate 0.068% among 330,000 | AID 2052;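 active = response, share of CD8 T cells binding vesicles, and their 90th percentile fluorescence all below set limits, cut at about 80% in these data, passing the limit was not always enough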
#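 incubation = binding step 1.5 h, 37 °C, antibody labelling 20 min, ice | test system = 2C mouse CD8+ T cells | read-out basis = percent CD8+ FL2 mean versus row control | controls = Peptide-free naked vesicles (low) and QL9 vesicles with 0.7% DMSO vehicle (high) | detection = flow cytometry of vesicle-bound cells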
# MT stabilize HCS: stabilizes microtubules in HeLa cells; % tubulin-high responders, % at 10 µM; hit rate 0.83% among 200,000; HeLa tubulin immunostaining HCS, 24 h; share of cells brighter than vehicle mean+2SD;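 active = plate Z-score above 3 for both tubulin-high and condensed-nucleus cell shares, with cell loss under 80%, at 10 µM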;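 note: anti alpha tubulin signal scored within the nucleus-defined area of each cell; some results filed as inactive read as strong as hits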
# TNAP activation fold: human TNAP enzyme activators, primary screen, biochemical, luminescent, no phosphate acceptor, uHTS (AID 1001). purified TNAP, luminescent activation assay, no phosphate acceptor; higher activation fold means a stronger effect. activation fold at 20 µM; hits with a dose series show EC50 in µM. hit rate 0.03% among 200,000; in the data active = activation fold from about 3, or a potency from the dose series; inactive = the rest, 99 in 100 with activation fold below about 1.6; note: many of its hits are not listed in these tables
# Insulin prom up cell count: further read-out of Insulin prom up, marked with its call; cell count; measured here: cytotoxicity, nuclei count;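 total cells summed across four imaged fields per well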
# Lipid droplet cells 6.5 µM: further read-out of Lipid droplet, marked with its call; cell count; measured here: cell count, cytotoxicity flag;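 cells counted across two imaged fields per well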
# bCat nuc transl cell count 5 µM: also measured in bCat nuc transl; calls as there; cell count; measured here: cell count, cytotoxicity flag
# T cell modulator vesicle-bound %: second read-out of T cell modulator, no call of its own (marks repeat the call); double positive events, %; measured here: CD8+ vesicle-bound cell fraction;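 binding gate set so that unloaded-vesicle control wells show 10% double positive cells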
# MT stabilize HCS Hoechst-high %: recorded beside MT stabilize HCS, whose call it bears; % Hoechst-high responders; measured here: nuclear condensation Hoechst responders;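 share of cells brighter than vehicle mean plus two SD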
# MT stabilize HCS cytotoxicity %: also measured in MT stabilize HCS; calls as there; toxicity, %; measured here: cytotoxicity by cell density;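 0% = mean cell density of plate MIN control wells and 100% = no cells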
# Autophagy mod cell loss 18 h: second read-out of Autophagy mod, no call of its own (marks repeat the call); toxicity, %; measured here: cell loss, nuclei count;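 cell loss after 18 h compound exposure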
# * = called active by the depositor; i = inactive; . = not tested or not shown. Cut-off read from the data, not from the text of the source, unless noted: active = inhibition above about 50%; inactive = the rest.
SMILES,Lipid droplet,Lipid droplet cells 6.5 µM,Insulin prom up,Insulin prom up cell count,human PMI inhibition,bCat nuc transl,bCat nuc transl cell count 5 µM,Autophagy mod,Autophagy mod cell loss 18 h,PMI inhibition,T cell modulator,T cell modulator vesicle-bound %,MT stabilize HCS,MT stabilize HCS Hoechst-high %,MT stabilize HCS cytotoxicity %,TNAP activation fold
O=C(Nc1ccc(Cl)cc1)c1ccc(-c2ccccn2)s1,18,669,-0.38,1007,.,-0.8,1424,.,.,.,i,56,.,.,.,.
COc1cccc(CC(NC(C)=O)C(=O)NC2CCN(C(=O)C3CC3)CC2)c1OC (stereo not given),0,640,-0.02,1550,-4%,-0.7,1522,i,7,0%,i,16,1.6,2.1,3.9,1.2
CCc1nnc(NC(=O)Cc2sc(C)nc2-c2ccc(C)cc2)s1,23,670,-0.02,1202,-6%,7.6,891,i,9,2%,i,15,3.4,1.6,6.0,1.1
COc1ccc(-c2nnc(SCc3ccccn3)n2C)cc1,-4,709,-0.42,1138,-7%,-3.1,540,i,1,-6%,i,11,3.3,2.4,7.2,1.1
COc1cc(/C=C/C(=O)NCCn2c(C)cc3ccccc32)cc(OC)c1OC,0,720,-0.21,1193,-4%,1.2,516,i,-18,0%,i,38,2.1,3.2,11,1
COc1cnc(-c2ccccn2)nc1Oc1ccccc1,8,731,-1,947,2%,2.9,1186,i,-12,13%,i,51,2.2,2.4,4.9,1
Clc1ccc(C2NCCc3sccc32)cc1 (stereo not given),2,597,0.63,1335,9%,-0.5,1419,i,7,11%,i,43,3.1,1.9,4.8,1.1
CCOC(=O)c1nnc(-c2cccs2)nc1Oc1ccc(Cl)cc1,13,766,.,.,-5%,0.2,1157,i,-9,-5%,i,56,1.5,1.9,7.0,1.1
O=C(CSc1ccc(Cl)cc1)OCc1nnc(-c2ccccc2)o1,4,761,-0.2,1279,7%,-1.6,1002,i,2,11%,i,29,2.4,1.0,4.0,1
CC(C)C(NC(=O)c1ccc(F)cc1)C(=O)Nc1cccnc1 (stereo not given),-2,684,0.52,1641,-4%,-1.5,1123,i,9,-8%,i,45,2.0,1.4,3.8,1.1
O=C(NCCc1nc2ccccc2[nH]1)c1cccc(Br)c1,15,708,0.19,1575,3%,-2.6,1126,i,46,10%,i,49,3.4,2.6,2.6,1.2
CCCCN(C)C(=O)c1nc2ccccn2c1CN1CCSCC1,4,663,-0.27,1487,-1%,0.0,1569,i,2,-3%,i,51,1.8,2.2,0.7,1.1
CCN1CCN(C(=O)C2c3cc(OC)c(OC)cc3C(=O)N(C)C2c2ccc(SC)cc2)CC1 (stereo not given),-12,683,-0.37,1242,11%,-1.0,1108,i,0,11%,i,25,3.2,2.0,13,1.1
N#CCCN(C(=O)CSc1ccc2c(c1)OCCO2)c1ccccc1,-15,721,0.41,898,3%,-5.8,1094,i,6,0%,i,21,6.6,1.8,9.7,1
O=C(OCC(=O)N1CCN(S(=O)(=O)c2ccc(Cl)cc2)CC1)c1ccc([N+](=O)[O-])o1,-12,684,-0.66,1568,3%,-4.3,1104,i,1,13%,i,62,1.9,2.2,14,1.2
CCC1Sc2ccccc2N(CC(=O)NCc2ccc3c(c2)OCO3)C1=O (stereo not given),-13,743,-0.92,1267,0%,-1.8,1076,i,11,-4%,i,18,3.0,1.5,1.4,1.2
O=C(Nc1ccc(S(=O)(=O)NCc2ccco2)cc1)c1ccncc1,-2,790,.,.,0%,-1.3,1129,i,-15,-1%,i,47,2.3,2.5,5.1,1.1
O=[N+]([O-])c1ccc(C2CCCC/C2=N/OCc2ccc(F)cc2)c([N+](=O)[O-])c1 (stereo not given),.,.,.,.,-5%,.,.,i,-30,-2%,i,37,2.5,1.8,6.3,1
CC1CCN(c2cc(N)c(Cl)cc2[N+](=O)[O-])CC1,.,.,-1,1321,3%,0.7,1461,i,7,3%,i,36,1.0,1.3,4.2,1
Cc1cc(-c2cccs2)n[nH]1,3,759,0.68,1250,10%,-1.0,1222,i,-9,3%,i,34,3.8,2.6,8.7,0.6
CCC(C)NC(=O)C1CCN(S(=O)(=O)c2ccc(OC)cc2)CC1 (stereo not given),2,743,-0.19,781,10%,0.2,1078,i,-10,11%,i,38,1.4,2.3,7.2,1.1
O=C(COC(=O)/C=C/c1cccc(F)c1)Nc1ccc(Cl)cn1,9,713,-0.15,1126,-12%,-3.3,1126,i,2,-9%,i,17,5.2,1.3,8.5,1
Cc1cc(/C=N/n2cnnc2)c(C)n1-c1ccc(Cl)cc1,-14,665,0.35,1274,-25%,3.9,645,i,2,-28%,i,44,3.0,2.3,1.6,1.2
CN(c1ccccc1C(=O)Nc1ccccc1C(=O)NCc1ccco1)S(C)(=O)=O,8,846,-0.88,1269,6%,-1.0,1115,i,0,-2%,i,34,1.9,2.3,5.9,1.2
COc1ccc(C(=O)Nc2ccc3c(c2)nc(CN2CCN(C(C)=O)CC2)n3C)cc1,.,.,-0.3,1532,-2%,-1.5,1312,i,1,-2%,i,35,2.6,2.2,6.9,1

# Individual results from the results shown:
# Cc1cc(-c2cccs2)n[nH]1 – bCat nuc transl = -1.0
# CCN1CCN(C(=O)C2c3cc(OC)c(OC)cc3C(=O)N(C)C2c2ccc(SC)cc2)CC1 (stereo not given) – human PMI inhibition = 11%

# Just T cell modulator, for some of the entries so far:
smiles	T cell modulator
O=[N+]([O-])c1ccc(C2CCCC/C2=N/OCc2ccc(F)cc2)c([N+](=O)[O-])c1 (stereo not given)	i
Cc1cc(/C=N/n2cnnc2)c(C)n1-c1ccc(Cl)cc1	i
CC(C)C(NC(=O)c1ccc(F)cc1)C(=O)Nc1cccnc1 (stereo not given)	i
CCOC(=O)c1nnc(-c2cccs2)nc1Oc1ccc(Cl)cc1	i
O=C(COC(=O)/C=C/c1cccc(F)c1)Nc1ccc(Cl)cn1	i

# Next compounds
SMILES,Lipid droplet,Lipid droplet cells 6.5 µM,Insulin prom up,Insulin prom up cell count,human PMI inhibition,bCat nuc transl,bCat nuc transl cell count 5 µM,Autophagy mod,Autophagy mod cell loss 18 h,PMI inhibition,T cell modulator,T cell modulator vesicle-bound %,MT stabilize HCS,MT stabilize HCS Hoechst-high %,MT stabilize HCS cytotoxicity %,TNAP activation fold
Cc1noc(C)c1S(=O)(=O)N(CC(=O)Nc1ccc2c(c1)OCO2)c1ccc(C(C)C)cc1,.,.,-0.36,965,8%,-6.5,1099,i,1,3%,i,22,7.4,1.7,7.3,1.2
O=C(CSc1ncc(C(F)(F)F)cc1Cl)N1CCN(S(=O)(=O)c2ccccc2)CC1,.,.,.,.,16%,-4.9,976,i,10,16%,i,20,4.1,2.7,4.6,1.1
CNC(=O)c1c(NC(=O)c2cccc(N3C(=O)CCC3=O)c2)sc2c1CCCC2,-5,695,0.18,993,.,0.6,1289,.,.,.,i,24,.,.,.,.
CC1(OC(=O)C2CCCC2)C(=O)C=C2C=C(c3ccsc3)N(Cc3ccccc3)C=C2C1=O (stereo not given),4,705,-0.41,939,.,-0.6,1210,.,.,.,i,14,.,.,.,.
Clc1ccc(SCc2cn3ccccc3n2)cc1,2,724,-0.71,1387,7%,-1.3,1095,i,5,5%,i,50,2.2,2.6,5.2,1
CCNC(=O)C1CC(=O)N(c2ccc(Br)cc2)C1 (stereo not given),.,.,0.7,1237,5%,-2.4,697,i,-4,0%,i,34,1.8,2.2,5.5,1.1
COc1ccc(CC(=O)NCc2n[nH]c(=S)n2-c2ccc(F)cc2)cc1,-6,723,-0.15,1480,8%,-5.5,1098,i,10,15%,i,18,6.3,2.5,1.5,1
OC1CCN(Cc2cn(Cc3ccccc3)nc2-c2cc3ccccc3o2)CC1,14,669,-0.38,1470,17%,2.0,956,i,18,11%,i,47,.,.,.,1
O=C(c1cc(-c2ccc(O)cc2)on1)N1CCc2ccccc2C1,.,.,-0.34,1009,0%,-0.5,1128,.,.,9%,i,38,5.2,1.7,6.3,1.1
C/C(CC(=O)Nc1cccnc1)=N\NC(=O)C(C)Oc1ccc(Cl)cc1Cl (stereo not given),-20,660,0.32,1086,.,0.6,1252,.,.,.,i,44,.,.,.,.
O=C(NNS(=O)(=O)c1ccc(F)cc1F)c1csc(-c2cccnc2)n1,-3,767,-3.5,729,.,0.2,1318,.,.,.,i,16,.,.,.,.
CC(NC(=O)Cc1ccccc1)C1COc2ccccc2O1 (stereo not given),-3,687,0.07,1462,6%,-0.5,1580,i,14,8%,i,47,2.2,2.0,6.6,1.1
CCNc1nc(N2CCCC2)nc(N2CCCC2)n1,-1,635,-3,1301,8%,-0.9,1481,i,10,5%,i,51,2.7,2.4,5.8,1
CCN1CCCC1CNC(=O)C(=O)Nc1cccc(OC)c1 (stereo not given),7,670,-0.21,1427,17%,-1.6,1080,i,-10,10%,i,33,2.6,2.0,4.3,1.2
CS(=O)(=O)N(CCC#N)Cc1ccc(/C=C2\C(=O)Nc3ccccc32)o1,-8,713,-0.18,1344,-2%,-1.1,1070,i,7,8%,i,29,1.6,2.2,4.6,1
Cc1cc(NC(c2cccnc2)c2c(C)[nH]c3ccccc23)no1 (stereo not given),10,704,0.66,1308,12%,.,.,i,6,12%,i,39,3.9,2.4,5.1,1.1
Cc1nnc(N/N=C/c2ccc(-c3ccc(Br)cc3)o2)n1N,-13,652,0.34,1230,-12%,-4.4,1038,i,-7,49%,i,27,2.5,3.0,5.9,2
